Screening data from PubChem BioAssay.
GAA850 FXN act: FXN promoter activators, primary screen, cell-based, luciferase luminescence, HEK293 lucGAA850. HEK293 lucGAA850 FXN promoter luciferase reporter, 24 h; percent of 10 µM SAHA response. activation, % at 6 µM. hit rate 0.56% among 360,000. AID 540364, 2011;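 active means activation above the average of all compounds screened plus 3 SD, cutoff fixed separately per campaign, cut at about 7.5% in these data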;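 further: 0% = DMSO wells and 100% = 10 µM SAHA wells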
hcDAF12 agonist: H. contortus DAF-12 nuclear receptor activators, primary screen, cell-based, luminescence, HEK293, lit1-tk-luc reporter. HEK293 hcDAF-12 lit1-tk-luc reporter; 0% DMSO, 100% Δ7-dafachronic acid. activation, % at 6.8 µM. hit rate 1.4% among 370,000. AID 652067, 2013;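 active means activation above the mean of all tested compounds plus 3 SD, cut at about 5.5% in these data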;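 further: 100% = response to 3 µM Δ7-dafachronic acid high control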
DAX1 inh-1: DAX1 (NR0B1) inhibitors, primary screen, cell-based, HEK293, Gal4-DAX1, luciferase luminescence. Nuclear receptor subfamily 0 group B member 1 (Homo sapiens), P51843. HEK293 Gal4-DAX1 luciferase reporter. inhibition, % at 6.75 µM. hit rate 0.99% among 340,000. AID 504766, 2011;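 active means inhibition above the mean over all tested compounds plus 3 SD, cut at about 4.2% in these data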;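 further: 0% = DAX1-transfected cells with DMSO and 100% = empty-vector control cells with DMSO; inhibition shows as a rise in luminescence from relieved DAX1 repression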
Target sequence (P51843 207-470 limits assumed): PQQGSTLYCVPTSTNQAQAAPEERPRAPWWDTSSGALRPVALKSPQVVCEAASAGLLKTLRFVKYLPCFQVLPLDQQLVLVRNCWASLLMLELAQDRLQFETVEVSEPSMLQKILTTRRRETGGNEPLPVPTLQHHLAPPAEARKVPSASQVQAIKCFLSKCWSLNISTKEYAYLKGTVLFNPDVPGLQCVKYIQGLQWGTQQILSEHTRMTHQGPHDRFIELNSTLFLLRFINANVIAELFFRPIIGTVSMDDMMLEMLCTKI
Rev-erbA mod: modulators of Rev-erb alpha DNA binding, primary screen, biochemical, FITC-DNA, fluorescence polarization, uHTS; Nuclear receptor subfamily 1 group D member 1 (Homo sapiens), P20393; Rev-erbα–FITC-DNA binding, 90 min; activity, % at 10 µM; hit rate 0.79% among 370,000;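 active means activity above about 14%, limit read from the data; passing the limit was not always enough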;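 further: 0% = DMSO wells with 35 nM protein and 100% = DMSO wells with 750 nM protein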
Target sequence (P20393 whole entry, looked up): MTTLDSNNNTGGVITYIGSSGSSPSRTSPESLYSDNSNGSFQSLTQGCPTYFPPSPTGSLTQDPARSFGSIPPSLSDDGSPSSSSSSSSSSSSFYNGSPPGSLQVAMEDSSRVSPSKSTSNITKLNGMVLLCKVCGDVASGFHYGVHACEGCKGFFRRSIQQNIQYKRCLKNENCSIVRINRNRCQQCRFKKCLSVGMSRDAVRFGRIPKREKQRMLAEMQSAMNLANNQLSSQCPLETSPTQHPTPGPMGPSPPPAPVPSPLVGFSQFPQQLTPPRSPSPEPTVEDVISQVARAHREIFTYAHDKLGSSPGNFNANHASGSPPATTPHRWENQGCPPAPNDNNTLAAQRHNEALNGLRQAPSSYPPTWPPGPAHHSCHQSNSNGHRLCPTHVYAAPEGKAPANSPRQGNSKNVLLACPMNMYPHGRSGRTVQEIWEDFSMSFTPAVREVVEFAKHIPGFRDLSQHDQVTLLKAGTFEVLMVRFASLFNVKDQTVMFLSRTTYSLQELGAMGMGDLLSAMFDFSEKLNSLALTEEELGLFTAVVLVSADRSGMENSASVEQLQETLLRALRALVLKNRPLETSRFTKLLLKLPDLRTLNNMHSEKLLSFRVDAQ
ssDAF-12 act: S. stercoralis DAF-12 nuclear receptor activators, primary screen, cell-based, luminescence, HEK293, GRIP1 co-expression, lit1-tk-luc. Nuclear hormone receptor DAF-12 (Strongyloides stercoralis). HEK293 ssDAF-12/GRIP1 lit1-tk-luc reporter; % of 3 µM dafachronic acid response. activation, % at 6.8 µM. hit rate 1% among 370,000. AID 652126, 2013;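 active means activation above the mean over all tested compounds plus 3 SD, cut at about 0.9% in these data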;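 further: 0% = DMSO-only wells and 100% = 3 µM delta7-dafachronic acid wells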
PG9 Ab binder: binders of HIV-1 gp120 antibody PG9, primary screen, biochemical, TR-FRET. HIV-1 gp120 / PG9 antibody interaction. TR-FRET gp120-PG9 antibody binding. inhibition, % at 6.7 µM. hit rate 0.43% among 360,000. AID 624416, 2012; in the data active means inhibition above about 8.5%
DAX1 inh-2: DAX1 (NR0B1) inhibitors on StAR promoter, primary screen, cell-based, luminescence, SF-1 (NR5A1), full-length DAX-1. HEK293T StAR-luciferase reporter, SF-1/DAX-1 repression relief. inhibition, % at 6.8 µM. hit rate 1.1% among 370,000. AID 652010, 2013;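 active means inhibition above the mean over all tested compounds plus 3 SD, cut at about 3.6% in these data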;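 further: 0% = DAX-1 cells with DMSO and 100% = cells lacking DAX-1 with DMSO; higher inhibition means more luminescence from relief of DAX-1 repression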
SMARCA2 activ: SMARCA2 (BRM) function activators, primary screen, cell-based, luminescence, high throughput. MG213 cells, MMTV-luciferase reporter, dexamethasone, overnight. activation, % at 9.1 µM. hit rate 1% among 370,000; in the data active means activation above about 7.8%;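 further: 0% = vehicle wells and 100% = reference activator wells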
PLCb3 inh: human PLC-beta3 inhibitors, primary screen, biochemical, fluorescence. Purified PLC-beta3, fluorogenic substrate. inhibition, % at 12.2 µM. hit rate 0.18% among 370,000; in the data active means inhibition above about 11%;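 further: 0% = median of compound wells on plate and 100% = full blocker control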
HGIII-sPLA2 inh: human group III sPLA2 inhibitors, primary screen, biochemical, QFRET, BODIPY PC-A2 liposome substrate; Group 3 secretory phospholipase A2 (Homo sapiens), Q9NZ20; QFRET BODIPY PC-A2 liposome hydrolysis, fluorescence; inhibition, % at 12.2 µM; hit rate 0.56% among 370,000; AID 743126, 2013;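 active means inhibition above mean plus 3 SD of compounds lying within the high and low control bounds, cut at about 19% in these data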;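 further: 0% = median of test compound wells and 100% = no enzyme DMSO wells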
hgDAF-12 ag: H. glycines DAF-12 receptor agonists, primary screen, cell-based, luminescence, HEK293, GAL4 fusion, UAS-luciferase; Nuclear hormone receptor DAF-12 (Heterodera glycines), GAL4 fusion; HEK293 GAL4-hgDAF12 UAS-luciferase reporter, agonist luminescence; normalized to butyrate control; activation, % at 6.8 µM; hit rate 1.8% among 370,000; AID 687014, 2013;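 active means activation above a cutoff set at the mean of all screened compounds plus 3 SD, cut at about 10% in these data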;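 further: 0% = DMSO wells and 100% = sodium butyrate wells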
* marks the source's active call; other numbers are inactive results; i = inactive; x = not tested or not shown.

SMILES	GAA850 FXN act	hcDAF12 agonist	DAX1 inh-1	Rev-erbA mod	ssDAF-12 act	PG9 Ab binder	DAX1 inh-2	SMARCA2 activ	PLCb3 inh	HGIII-sPLA2 inh	hgDAF-12 ag
COc1cc2c(cc1OC)C(C)N(C(=O)c1cc3n(n1)C(C(F)(F)F)CC(c1ccco1)N3)CC2 (stereo not drawn)	-2.1	-1.7	-1.1	-7	-1.7	-1.0	-0.9	0	-2	-20	-1.3
COc1ccc(N2CCN(C(=S)Nc3ccc(OC)cc3OC)CC2)cc1	-1.9	-2.5	0.5	-3	-1.5	-0.5	0.1	-4	-7	16	0.7
O=C(Nc1ccccc1F)c1cc(C(=O)Nc2ccccc2F)cc([N+](=O)[O-])c1	0.8	-0.9	-1.8	-3	-0.9	0.4	0.0	-2	-5	3	0.9
CC1=C(C(=O)N2CCCCCC2)C2(CCC(C)CC2)OC1=O (stereo not drawn)	1.3	1.6	0.3	6	-1.2	0.1	0.6	-3	1	6	0.9
Cc1cccc(C)c1NC(=O)CN1C(=O)C(C)Oc2ccccc21 (stereo not drawn)	-1.2	1.4	-0.4	-7	0.2	0.5	0.8	-3	-4	21*	0.3
Cc1cc(C(=O)O)ccc1N=Cc1c(O)ccc2ccccc12	0.5	2.1	-0.8	-2	-0.5	-0.6	-0.2	-1	-6	-1	0.1
Cc1ccccc1N1C(=O)C2ON(c3ccccc3)C(c3ccncc3)C2C1=O (stereo not drawn)	-0.9	-1.4	-0.3	-1	-0.9	1.2	-0.2	-3	-1	-3	2.3
CCOC(=O)c1c(-c2ccccc2)oc2ccc(OCC(=O)NNC(=O)CCC(=O)O)cc12	-0.7	0.6	1.7	5	-0.6	-1.9	0.4	1	i	-10	0.8
COc1ccc(NC(=O)CS(=O)c2cccc(C(F)(F)F)c2)cc1 (stereo not drawn)	2.9	0.2	-0.6	1	-1.3	-1.3	2.9	-3	-5	-1	-2.7
CC1(C)CC(NC(=O)CCC2CCCC2)CC(C)(C)N1	0.9	-1.6	-0.5	5	-1.5	-0.2	-0.7	5	6	1	-1.4
N#CCCCc1cn(-c2ccc(-c3noc4c3C(=O)N(CC(=O)N3CCOCC3)CC4)cc2)nn1	x	-0.4	x	5	-0.7	x	1.1	-3	3	5	0.4
CCCCOc1cccc(OCCCC)c1C(=O)Nc1cc(C)on1	-2.2	0.5	0.4	2	-1.6	-0.3	-0.9	-3	6	1	-1.6
Nc1nnc(CCS(=O)(=O)c2cc(Cl)ccc2Cl)s1	-0.6	-1.5	-0.3	-2	-1.1	0.0	0.2	0	3	3	-3.2
CCOc1ccc2nc(NCCNC(=O)Nc3cccc(C)c3)c(C#N)cc2c1	4.5	-0.7	-1.2	-1	-1.0	9.8*	0.0	-3	-79	3	-0.5
COc1ccc(C(=O)OC(C)CN2CCOCC2)cc1 (stereo not drawn)	2.0	-1.5	1.1	-6	-0.6	-2.2	-0.3	2	-4	-1	-0.5
O=C1O/C(=C/c2ccccc2)c2ccccc21	-0.2	0.2	2.9	-1	-1.6	-0.5	-0.1	4	-38	0	-0.8
CCOC(=O)N(C)c1c(CC)nc2c(OCc3ccccc3C)cccn12	-0.3	-1.7	x	0	-1.6	-0.3	-0.1	-2	-2	5	-4.2
Cc1c(CCO)c(=O)[nH]n1S(=O)(=O)c1cccc(C(F)(F)F)c1	0.8	-1.1	0.5	0	-1.1	0.1	0.0	-3	-7	4	-2.6
COc1cc(OC)c(C(=O)N2CCN(c3ccccn3)CC2)cc1OC	0.8	-1.0	0.0	4	-0.1	0.7	-0.4	4	-2	1	-1.6
CCOC(=O)c1[nH]c2c(c1-c1ccccc1)C(=O)CC(c1ccccc1)C2 (stereo not drawn)	-1.9	0.5	6.6*	8	-1.2	-20	2.1	3	3	-3	6.3
Cc1cccc(NC(=O)NNC(=O)c2ccc3ccccc3c2)c1	0.4	-1.0	0.8	-7	-1.0	0.8	1.2	-2	-8	0	2.3
O=C(CC(n1cncn1)C(Cl)(Cl)Cl)c1ccc([N+](=O)[O-])cc1 (stereo not drawn)	-0.5	-1.2	-0.8	-5	-1.9	-2.1	-0.4	-1	-1	7	0.2
CCC(C)(C)NC(=O)CCn1c(-c2ccccc2)cc(C(C)=O)c1C	0.3	-1.1	-0.2	-2	-1.2	1.2	-0.8	0	0	-3	-5.3
Cc1ccc(CN(C)C(=O)COc2ccc(S(=O)(=O)N3CCCC3)cc2[N+](=O)[O-])c(C)c1	-4.8	-1.5	-1.8	0	-1.3	2.0	-1.3	-2	-3	-10	-0.4
COC(=O)c1ccc2c(c1)C(=O)/C(=C/c1ccc(O)cc1)O2	2.9	-0.5	0.5	-31	-0.3	-0.7	-0.1	4	-170	-19	4.4
C[C@@]12C(=O)Nc3ccc(F)cc3C(=O)N1[C@H]1c3cc(Br)ccc3OC[C@@H]1[C@@H]2c1ccccc1	-7.5	-1.2	0.4	2	-1.5	0.8	0.1	0	1	6	-0.8
COc1cccc(C(=O)N(c2ccccc2)C2C=CS(=O)(=O)C2)c1 (stereo not drawn)	2.3	-1.0	0.4	-2	-2.0	-1.4	0.1	1	0	8	-4.3
Cc1cc(SCC(=O)Nc2cccc(S(=O)(=O)NC3=NCCCCC3)c2)c(C)cc1Br	-3.2	-2.0	-0.1	-2	-1.6	-2.2	-1.1	-2	3	-44	-3.6
CCN(CC)S(=O)(=O)c1ccc2[nH]cc(C(=O)NCCCN3CCCCC3)c(=O)c2c1	3.0	0.1	-1.9	-3	-1.0	-4.0	0.7	-5	-7	-22	-0.7
CCCCCCC1NC(C(=O)O)CS1 (stereo not drawn)	-1.7	-1.5	2.1	5	-0.7	-2.2	0.3	0	-1	6	1.0
CC(C)(C)C(=O)COC(=O)c1c2c(nc3ccccc13)CCC2	1.4	-1.5	0.3	3	-1.4	-0.8	-0.5	0	-12	-9	-1.7
O=C(CCc1nc(-c2ccc(Cl)cc2)no1)NCC1CCCO1 (stereo not drawn)	-1.7	-1.3	-0.7	-2	-1.2	-0.1	0.0	-5	-133	5	-1.6
Cc1ccc(-c2nnc(N3CCOCC3)c3ccccc23)cc1S(=O)(=O)NCc1cccnc1	0.6	-1.8	-2.1	-1	-1.8	1.9	0.4	-2	-2	-5	0.3
Cc1ccc(OCC(=O)NC2CCCc3ccccc32)c(C)c1 (stereo not drawn)	1.9	-2.9	-1.7	3	-1.5	-2.8	-0.6	-1	0	-5	-2.0
CC(=O)c1ccc(NC(=O)/C(=C\c2ccco2)NC(=O)c2ccco2)cc1	1.3	-2.1	-1.0	-3	-1.5	-2.5	0.3	-2	-13	-2	1.0
OCC1(Cc2cccc(F)c2)CCN(Cc2cccc3nccnc23)CC1	-0.6	0.0	-0.4	0	-0.7	-2.8	-0.8	-2	-5	-2	-1.6
O=C(CN1CCN(Cc2ccccc2F)C1=O)NC1CCCC1	-0.2	-0.6	1.3	0	-1.6	0.3	0.8	3	-1	5	0.7
COc1ccc(N(C(=O)c2cnccn2)C(C(=O)NC2CCCCC2)c2cc(OC)c(OC)c(OC)c2)cc1 (stereo not drawn)	2.5	-1.9	2.0	6	-1.7	-0.2	0.1	-2	-7	7	1.7
Cc1[nH]nc2c1C1(CCN(C(=O)OCc3ccccc3)CC1)C(C#N)=C(N)O2	-3.5	-0.8	-0.5	1	-0.6	4.6	-0.6	-2	2	-2	-2.1
CNc1cc(CSC)nc(SCc2ccc(Cl)cc2Cl)n1	4.8	-3.8	0.2	4	-1.5	-0.3	-0.4	0	-3	-5	-1.2
CCN(CC)c1ccc(C(=O)OCC(=O)c2ccco2)cc1	2.7	-1.3	2.2	3	-1.0	2.1	1.0	4	0	-2	3.8

Only PG9 Ab binder, for three of the compounds above:
Molecule,PG9 Ab binder
CCOC(=O)N(C)c1c(CC)nc2c(OCc3ccccc3C)cccn12,-0.3
Cc1c(CCO)c(=O)[nH]n1S(=O)(=O)c1cccc(C(F)(F)F)c1,0.1
COc1cc(OC)c(C(=O)N2CCN(c3ccccn3)CC2)cc1OC,0.7
